# High-throughput results (PubChem)
# Phagocyt inh: inhibitors of macrophage phagocytosis; J774A.1 macrophage IgG-bead phagocytosis, imaging; 110,000 compounds, 0.07% hits; inhibition, % at 5 µM;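 active = inhibition above the mean of the plate negative controls plus 5 SD, cut at about 13% in these data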;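 note: phagocytic index as fraction of beads internalized from green versus red external bead signal; plate controls were DMSO negative control for no effect and cytochalasin-D positive control for full effect; some results beyond the cut were filed as inactive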
# GALR2 antag: blocks the human galanin receptor 2; 140,000 compounds, 0.39% hits; O43603; GALR2-expressing cells, antagonist mode; inhibition, % at 4 µM; in the data active = inhibition above about 27%;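 note: cells stimulated with galanin 1-16 at roughly its EC80; 0% = agonist challenge control and 100% = basal control without agonist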
# Target sequence (O43603 whole entry, looked up): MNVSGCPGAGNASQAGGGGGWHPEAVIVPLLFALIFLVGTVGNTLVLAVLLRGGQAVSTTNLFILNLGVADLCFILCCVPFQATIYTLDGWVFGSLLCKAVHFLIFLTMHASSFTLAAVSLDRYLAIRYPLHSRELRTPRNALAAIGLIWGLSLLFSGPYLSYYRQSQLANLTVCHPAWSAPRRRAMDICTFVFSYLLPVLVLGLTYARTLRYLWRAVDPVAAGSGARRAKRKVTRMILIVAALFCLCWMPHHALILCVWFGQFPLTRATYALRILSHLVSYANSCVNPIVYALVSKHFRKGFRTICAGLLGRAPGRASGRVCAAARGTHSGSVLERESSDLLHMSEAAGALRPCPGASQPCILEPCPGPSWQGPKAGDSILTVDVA
# PTEN del growth: PTEN-deleted cell growth suppression. viability, % at 10 µM. 140,000 compounds, 1.2% hits. HCT116 PTEN-null viability, CellTiter-Glo, 60 h; hits give low values. AID 827;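 active = viability at or below a set limit, 4 SD under the median of all tested compounds, cut at about 3.7% in these data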;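 note: PTEN knockout HCT116 line with beta catenin targeted HCT116 as companion control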
# E-sel TNF inh: TNF alpha driven E-selectin expression inhibition; HUVEC TNFa-induced E-selectin immunofluorescence, high content; inhibition, % at 2 µM; 120,000 compounds, 0.71% hits;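 active = inhibition above the batch mean plus 3 SD, and confirmed as a hit on visual image review, cut at about 43% in these data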;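 note: 0% = TNF-stimulated DMSO wells and 100% = unstimulated control wells; not every result past the cut was called active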
# Measles CPE: protection of cells from measles virus; Measles virus-infected cells, CPE protection, absorbance; protection (pct of control), % at 4 µM; 140,000 compounds, 1.5% hits; AID 841; in the data active = protection mostly above about 24%, no sharp cut-off; inactive = mostly below about 26%; note: some compounds called inactive have numbers as strong as hits
# Yeast lifespan up: yeast lifespan extension. S. cerevisiae growth with nicotinamide, OD615; deaD strain in restrictive glucose medium. inhibition of the nicotinamide effect, % at 10 µM. 130,000 compounds, 0.68% hits. AID 775;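 active = inhibition above a set limit, placed 3 SD over the median of all compounds, cut at about 26% in these data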;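 note: 0% = nicotinamide-treated wells and 100% = cells grown without nicotinamide; some compounds called inactive have numbers as strong as hits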
#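 Test system – modified budding yeast, DeaD strain · Compound – single dose 10 µM compound, 0.25% DMSO · Times – culture preincubation 4 h, compound exposure 48 h, both 30 °C · Detection – optical density (absorbance) at 615 nm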
# MRP1 act: MRP-1 activation; H69AR cells + doxorubicin, viability rescue, CellTiter-Glo; viability increase, % at 10 µM; 140,000 compounds, 0.61% hits; AID 799;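 active = viability gain under doxorubicin at or above a set limit, the compound median plus 3 SD, cut at about 4.7% in these data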;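 note: MRP-1 overexpressing cells given doxorubicin 25 µM after compound pretreatment; 18-22 h compound pretreatment then 72 h with doxorubicin before readout; 0% = doxorubicin-only wells and 100% = vehicle-treated cells without doxorubicin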
# bCat KO growth: beta-catenin-lacking colon tumor cell growth suppression | HCT116 beta-catenin knockout viability, CellTiter-Glo, 60 h; hits give low values | viability, % at 10 µM | 140,000 compounds, 1.5% hits | AID 818;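 active = viability at or under a set limit, the compound median less 4 SD, cut at about 6% in these data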;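 note: 0% = Hyamine 1622 control at 20 µM and 100% = untreated cell control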
# NPY Y2 blocker: blocks the human neuropeptide Y Y2 receptor; P49146; NPY-Y2 expressing cells, antagonist mode; inhibition, % at 2.7 µM; 140,000 compounds, 0.99% hits; AID 793; in the data active = inhibition above about 17%;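 note: 0% = vehicle with agonist challenge and 100% = reference antagonist with challenge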
# Target sequence (P49146 whole entry, looked up): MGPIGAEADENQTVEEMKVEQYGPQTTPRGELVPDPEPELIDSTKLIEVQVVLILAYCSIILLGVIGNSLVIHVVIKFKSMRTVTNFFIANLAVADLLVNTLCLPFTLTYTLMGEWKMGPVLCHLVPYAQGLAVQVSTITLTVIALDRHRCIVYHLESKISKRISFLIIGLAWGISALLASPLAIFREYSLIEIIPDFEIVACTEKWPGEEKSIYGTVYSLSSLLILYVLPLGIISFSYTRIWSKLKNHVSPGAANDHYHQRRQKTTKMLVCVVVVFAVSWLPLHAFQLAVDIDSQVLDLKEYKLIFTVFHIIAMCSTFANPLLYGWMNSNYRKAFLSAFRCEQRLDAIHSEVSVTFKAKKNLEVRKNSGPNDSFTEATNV
# Yeast growth inh: yeast BB579 growth reduction in restrictive medium; 140,000 compounds, 0.51% hits; S. cerevisiae BB579 growth, OD615, 48 h; inhibition, % at 10 µM;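 active = inhibition above a set limit, 3 SD over the mean compound inhibition, cut at about 44% in these data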; note: inactives centre near -24
#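 Test system: Saccharomyces cerevisiae DeaD strain BB579, replicative lifespan model yeast | Buffer or medium: Restrictive CSMM-D medium | Doses: One dose, 10 µM compound with 0.25% DMSO | Incubation: 48 h exposure, 30 °C | Detection: Culture absorbance at 615 nm | Control set: Amphotericin B at 10 µg/mL as positive control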
# An asterisk follows results filed as active; · = no result given. No enrichment for hits; any-hit rate near 6.1%.
No.	Molecule	Phagocyt inh	GALR2 antag	PTEN del growth	E-sel TNF inh	Measles CPE	Yeast lifespan up	MRP1 act	bCat KO growth	NPY Y2 blocker	Yeast growth inh
1	CCC(C)c1ccc(OCCCCN2CCOCC2)cc1 (stereo unspecified)	0	-9	86	·	3	-8	-2.4	87	6	1
2	COc1cc(NC(=O)c2ccccc2)c(OC)cc1NC(C)=O	0	12	100	-1	16	-14	-0.4	104	1	-40
3	CCOC(=O)c1[nH]cnc1C(=O)Nc1ccccn1	-4	4	93	·	6	-12	-1.8	96	5	-41
4	COc1ccccc1NS(=O)(=O)c1cccc(NC(=O)NC2CCCCC2)c1	-16	-2	83	-34	26	15	-1.8	81	-1	-40
5	CN(C)c1nc(N(C)C)nc(N(C#N)CN2C(=O)c3ccccc3C2=O)n1	-4	-3	98	·	8	2	0.0	95	2	-49
6	Cn1c(=O)c2c(nc(SCc3cccnc3)n2Cc2ccccc2)n(C)c1=O	-2	1	85	7	6	2	-2.5	95	2	-18
7	O=C(CSc1nnnn1-c1cccc(Cl)c1)Nc1ccc2c(c1)CCC2	-1	-3	99	-35	13	-1	1.7	87	7	-14
8	Cc1cc(C(=O)NC(=S)Nc2ccccc2N2CCCC2)ccc1[N+](=O)[O-]	-1	-13	70	-4	7	5	-0.7	77	11	-42
9	O=C1CC(c2cccc(Cl)c2)C(n2cncn2)C(=O)C1C1NCCc2ccccc21 (stereo unspecified)	-1	5	101	5	0	-5	0.0	95	0	-4
10	CC(=O)NCCn1c(SCC(=O)c2ccccc2)nc2ccccc2c1=O	0	4	84	·	2	-3	-1.9	81	1	-71
11	O=C(Nc1cccnc1)/C(N=Nc1c(Cl)cccc1Cl)=C(\O)c1ccccc1	-4	-7	66	18	20	2	-2.8	66	1	-31
12	CC(C)NC(=O)C(=O)NCCCOC(C)C	-3	-10	96	17	26	4	-1.4	94	1	-41
13	CCn1nc(C)c(/C=N/NC(=O)c2c[nH]c3ccccc23)c1C	2	8	82	·	12	12	0.1	97	-2	-9
14	CCOc1ccc(-n2ccnc2SCC(=O)N2CCCc3ccccc32)cc1	-7	-13	75	-39	6	9	-1.7	71	4	-15
15	COc1cc(/C=C2/N=C(C3CCCCC3)OC2=O)cc(OC)c1OC	·	-6	101	7	0	10	-0.4	110	-2	-47
16	O=C(NC(=S)NCc1ccccc1)c1ccccc1F	0	7	91	-34	9	-29	-3.3	98	4	1
17	CSc1cnn(-c2ccccc2)c(=O)c1SC	0	5	107	-29	8	50	-0.6	101	2	-43
18	Cc1ccc(OCC(=O)n2nc(C)cc2C)c(Br)c1	·	-8	100	-14	14	·	-1.4	99	6	-33
19	Cc1nc2sc(-c3ccccc3)cc2c(=O)[nH]1	-2	-4	84	5	2	-10	-3.6	81	2	-8
20	CCOC(=O)NCc1ccc(S(=O)(=O)Nc2ccc(C)cc2)cc1	·	3	79	3	3	·	-2.4	78	2	-13
21	CC(=O)c1ccc(NC(=O)C(C)OC(=O)C(C)Oc2cccc(C)c2)cc1 (stereo unspecified)	-7	-3	93	0	30	-5	0.3	96	2	-2
22	BrC(=C\c1ccccc1)/C=N/N1CCN(c2ccccn2)CC1	1	6	80	-5	13	-9	-3.4	78	1	-12
23	C#CCOCCOCCOCCNc1nc(N2CCOCC2)nc(N2CCN(C(=O)[C@H]([C@@H](C)O)n3cc(CCCCN)nn3)CC2)n1	·	-9	98	3	8	-5	-1.1	98	-1	8
24	COCCCNc1nc2c(c(=O)n(C)c(=O)n2C)n1Cc1cccc(OC)c1	·	1	83	-22	41	-2	-1.4	86	3	-12
25	CC(=O)Nc1c2c3c(cccc3n(C)c1=O)C(=O)c1ccccc1-2	·	10	86	·	4	-5	-2.7	93	0	-8
26	OC1CCCN(Cc2cccc3ccccc23)C1 (stereo unspecified)	-1	10	98	-57	18	-18	-1.3	82	3	-40
27	Cc1cccc(-c2noc(CCC(=O)NCc3ccco3)n2)c1	-1	-4	103	11	12	-17	-1.4	93	3	-2
28	CCCc1ccc(Oc2cc(Cl)nc(N)n2)cc1	-12	-6	97	·	12	6	-1.0	98	1	5
29	CC(CN1CCCCC1)OC(=O)c1ccc2c(c1)OCO2 (stereo unspecified)	0	-13	93	-7	7	-10	-2.1	99	1	-17
30	CC(c1ccccc1)n1cc(C(=O)NCc2ccccn2)nn1 (stereo unspecified)	1	-8	101	10	9	-6	0.7	107	-1	13
31	O=C(COC(=O)c1cccnc1Cl)c1ccccc1	·	-1	85	11	28	-9	0.1	92	0	-29
32	CN1CCN(C(=S)NC(=O)c2ccc(C(C)(C)C)cc2)CC1	-3	1	105	4	2	2	-0.1	98	4	-6
33	COc1ccc(N=C2SC(C(N)=O)CC(=O)N2CCc2ccc(OC)c(OC)c2)cc1 (stereo unspecified)	·	-6	93	9	26	-13	-1.3	87	0	-28
34	O=C(NCCc1c[nH]c2ccccc12)/C(=C\c1cccnc1)NC(=O)c1cccs1	-5	-1	81	·	5	-4	-1.4	80	0	-11
35	NCC(O)COc1ccc2c(c1)OCO2 (stereo unspecified)	3	-19	96	-22	14	-9	-4.1	86	3	-7
36	CC(C)(C)c1ccc(C(=O)N2CCC(C(=O)NCc3ccncc3)CC2)cc1	0	5	99	-46	11	-5	-1.3	92	2	-30
37	O=C(NC(=S)Nc1nc(-c2cccc3ccccc23)cs1)c1cc2ccccc2o1	-3	5	91	-24	19	6	-3.5	98	4	-43
38	CC(=O)OCP(C)(=O)COC(C)=O	-1	6	97	3	4	-2	-1.0	100	5	-56
39	C=CC[C@@H]1C=C[C@H](O/N=C/c2ccc(C(=O)N3[C@H](c4ccc(C)cc4)[C@@H](C)CC[C@H]3C(=O)OC)cc2)[C@@H](CO)O1	·	-1	48	·	6	-1	-4.1	63	9	-20
40	CSCc1c(C(=O)NC2CCCc3ccccc32)oc2ccccc12 (stereo unspecified)	-2	-1	79	-20	2	-6	-1.0	76	2	-26
41	Cc1ccc(S(=O)(=O)N2CCN(C(=O)COC(=O)COc3ccccc3)CC2)cc1	0	2	96	-5	21	-3	0.7	92	4	-27
42	CS(=O)(=O)N1CCN(C(=O)c2ccncc2)CC1	-3	5	90	14	14	-5	-0.5	98	-1	11
43	CC(=O)c1sc(NC(=O)c2ccccc2F)nc1C	-2	-16	81	-4	10	-10	0.9	82	2	-8
44	CNC(=S)N/N=C(\C)c1ccc2c(c1)OCCO2	0	-2	99	0	20	-2	-1.9	82	0	-17
45	Cc1nc2cc(NC(=O)COc3ccc(C#N)cc3)ccc2n1-c1ccccc1	-1	0	94	·	6	-3	2.0	96	0	-36
46	C#CCn1c(=NC(=O)c2sc3ccccc3c2Cl)sc2cc(S(N)(=O)=O)ccc21	-10	1	12	·	4	4	-4.7	13	3	-37
47	Cc1ccc(-c2nn3c(C)nnc3s2)cc1NCc1c(F)cccc1Cl	5	-8	24	-1	3	-16	-4.5	27	3	-17
48	Cc1ccc2cc(CCNC(=O)c3cccs3)c(=O)[nH]c2c1	·	-2	94	-21	12	15	-0.3	98	2	-29
49	COc1ccc(/C=N/NC(=O)COc2ccc(Cl)cc2Cl)cc1Cn1nc(C)cc1C	-11	-17	95	6	3	0	-5.1	92	6	-42
50	Cc1ccc(Nc2nnc(SCc3ccccc3)s2)cc1	·	-11	93	3	19	·	-4.4	79	3	-16
51	Cc1ccc(C(=O)Oc2cccc(NC(=O)c3cccs3)c2)cc1S(=O)(=O)N1CCOCC1	1	-2	82	-17	2	57	-1.8	100	7	-30
52	O=C(CCn1c(=O)oc2ccccc21)Nc1nccs1	-1	-6	99	·	16	-7	0.6	102	1	-53
53	CCCCOc1ccc(NC2=NC3(CCCC3)N=C(N)N2)cc1	-5	-14	73	-9	1	-4	-2.9	79	2	3
54	Cc1ccc(C(=O)Nc2ccccc2C(=O)NCc2ccco2)cc1S(=O)(=O)N1CCCCC1	·	-12	64	-17	1	0	-2.5	65	7	-38
55	Cn1c(CSc2nc3ccc(Br)cc3[nH]2)nc2ccccc21	-1	2	66	-13	7	-10	-0.3	73	0	-45
56	CC1=C(C(=O)Nc2ccc(C)cc2)C(c2ccc(N(C)C)cc2)NC(=O)N1 (stereo unspecified)	·	2	85	-1	5	-5	-1.4	85	5	-41

# Later entries:
No.	Molecule	Phagocyt inh	GALR2 antag	PTEN del growth	E-sel TNF inh	Measles CPE	Yeast lifespan up	MRP1 act	bCat KO growth	NPY Y2 blocker	Yeast growth inh
57	CCN1C(=O)/C(=C\N2CCOCC2)SC1=S	1	-6	95	-7	27	-8	-1.1	89	0	-2
58	O=C1CCCC(=NCc2ccco2)C1	-1	-7	111	3	36*	7	-0.9	106	3	-54
59	Cc1nn(Cc2ccccc2)c(C)c1/C=N/NC(=O)c1cccnc1	·	-3	110	-11	3	-7	-2.1	91	0	34
60	CC(C)CCn1c(CN2CCN(Cc3ccccc3)CC2)nc2c1c(=O)n(C)c(=O)n2C	0	-1	85	·	26	-3	-1.9	90	6	-75
61	CCOC(=O)c1ccc(N=C2C(=S)N(c3ccc(C(=O)OCC)cc3)C(=N)N2/N=C/c2ccccc2)cc1	·	-13	94	-24	15	·	-7.2	92	7	-25
62	O=C(c1ccccc1)n1nnc2ccccc21	1	-8	92	·	5	1	-0.6	91	-1	-28
63	Nc1nn(-c2ccccc2)c(N)c1N=Nc1ccccc1	·	28*	20	·	5	-8	-2.2	15	2	-18
64	CCOc1ccc2nc(NC(=O)C(CCSC)NS(=O)(=O)c3cccs3)sc2c1 (stereo unspecified)	0	-1	74	-2	11	0	-0.8	79	-1	-34
65	N#CC(C(=O)Nc1cccc(Cl)c1)=C1Nc2ccccc2N1	-4	20	25	-3	4	-9	-3.9	16	-1	-1
66	CCOc1ccc(Br)cc1S(=O)(=O)Nc1ccc(Cl)c(S(=O)(=O)N(C)C)c1	-11	3	102	·	8	0	0.3	85	5	4
67	CCOc1cc(CNCCO)cc(Br)c1OCc1cccs1	·	4	52	-8	2	-14	-1.6	63	5	17
68	O=C1CCN(S(=O)(=O)c2ccc(Cl)cc2)N1	·	5	96	33	7	-15	-1.6	98	2	-9
69	O=C(NN=C1CCCCCCCCCCC1)c1cccc(S(=O)(=O)N2CCOCC2)c1	·	9	95	·	12	-6	-1.6	94	1	-12
70	Cc1nnc2sc(-c3ccc(NC(=O)CSc4ccc(Cl)cc4)cc3)nn12	·	1	101	-3	9	·	-0.2	96	2	-6
71	COc1cccc(NS(=O)(=O)c2ccc(S(=O)(=O)N3CCOCC3)cc2)c1	0	-2	89	·	18	-5	-0.7	90	-2	-7
72	O=[N+]([O-])c1ccc(N2CCN(CCO)CC2)c2ncccc12	-5	0	101	-12	19	0	-1.8	91	3	-24
73	O=C(C1CCN(S(=O)(=O)c2cccc3nsnc23)CC1)N1CCCc2ccccc21	·	-1	48	·	3	-17	-2.6	57	2	-5
74	COc1ccc(N(CC(=O)NCCSC2CCCCC2)S(C)(=O)=O)c(OC)c1	-1	-9	94	·	2	-5	0.2	97	0	1
